# Assay outcomes (PubChem BioAssay)
# Tau fluor counter: Counterscreen qHTS for Inhibitors of Tau Fibril Formation, Fluorescence Polarization; tau K18 P301L (four-repeat tau fragment) Alexa594 fluorescence, heparin fibrillization; Potency, µM (top dose mostly 57.7 µM), for inactives: top-dose activity change, negative = decrease; 0.93% of 280,000 active; AID 1463, 2008; note: % is set by controls: 0 for no effect and ±100 for the full control effect; nearly all actives have a fitted effect of over 55% in size
#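 Human K18 P301L tau (15 uM unlabeled plus 0.24 uM Alexa 594-labeled, final) in 100 mM sodium acetate pH 7 was mixed with compound and 20 uM heparin and incubated 6 hr at 37 C.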
# Epigenetic reg: Quantitative High-Throughput Screen for Regulators of Epigenetic Control; murine LDR cells, GFP reporter derepression, 30 h; Potency, µM (titrated, usually from 53.9 µM), for inactives: at the highest dose GFP activation, hits mostly activators; 0.2% of 280,000 active; note: % of control where 0% means no effect; nearly all actives have a fitted effect of over 60% in size
#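 Murine LDR cells bearing a silenced CMV-driven GFP reporter were exposed to compound for 30 h at 37 C. After PBS washes, GFP-positive cells (20-120 um objects) counted by laser-scanning microplate cytometry.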
# GAA glycogen mod: qHTS Assay for Inhibitors and Activators of Human alpha-Glucosidase Cleavage of Glycogen; Lysosomal alpha-glucosidase (Homo sapiens), P10253; recombinant GAA, glycogen substrate, Amplex Red glucose oxidase fluorescence; Potency, µM (series often up to 76.4 µM), for inactives: at the highest dose activity change, negative = inhibition, usual class: inhibitors; 0.38% of 300,000 active; AID 2100, 2009;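 note: 0% = full enzyme reaction and -100% = no-enzyme basal signal; the screen sought inhibitors and activators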
#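 Recombinant human enzyme (4 nM); glycogen substrate; 37 C, 40 min, pH 5.0. Readout: coupled glucose oxidase/Amplex Red fluorescence.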
# aGlu spleen mod: qHTS Assay for Inhibitors and Activators of Human alpha-Glucosidase From Spleen Homogenate. human spleen homogenate, 4-MU-alpha-glucoside fluorescence. Lysosomal alpha-glucosidase (Homo sapiens), P10253. 0.006% of 240,000 active. Potency, µM (doses to about 79.9 µM), inactives show at the highest dose activity change, negative = inhibition, most hits filed as inhibitors;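 note: 0% = enzyme with vehicle and -100% = no enzyme basal signal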
#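 Compounds were titrated against alpha-glucosidase in spleen homogenate at pH 5.0, with 1 mM 4-methylumbelliferyl substrate for 40 min at 37 C. Reactions were quenched with pH 10 NaOH/glycine and fluorescence measured.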
# NPSR antag: qHTS Assay for Antagonists of the Neuropeptide S Receptor: cAMP Signal Transduction; Q6W5P4; CHO-NPSR cells, cAMP TR-FRET, antagonist mode; Potency, µM (series often up to 38.3 µM), for the others: at the top dose activity change, negative = inhibition, usual class: inhibitors; 1% of 220,000 active; note: % is set by controls: 0 for no effect and ±100 for the full control effect; nearly all actives have a fitted effect of over 50% in size; many of its hits are not listed in these tables
# GAA inh: qHTS Assay for Inhibitors of Human alpha-Glucosidase as a Potential Chaperone Treatment of Pompe Disease; AID 1466, 2008; Lysosomal alpha-glucosidase (Homo sapiens), P10253; Potency, µM (doses to about 76.9 µM), without a hit: at the highest dose activity change, negative = inhibition, actives largely listed as inhibitors; purified human GAA, 4-MU-alpha-glucoside fluorescence; 0.005% of 200,000 active;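 note: plate controls were uninhibited enzyme wells for no effect and no-enzyme background for full effect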
#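 Read-out is 4-methylumbelliferone fluorescence (Ex 365/Em 440 nm) after NaOH/glycine stop at pH 10. Enzyme 4 nM, substrate 400 uM, pH 5.0 citrate buffer, 20 min room temperature; AC50 from Hill-equation concentration-response.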
# GLA spleen mod: qHTS Assay for Inhibitors and Activators of Human alpha-Galactosidase From Spleen Homogenate. 0.008% of 240,000 active. AID 2107, 2009. Potency, µM (highest dose often 80 µM), for inactives: top-dose activity change, negative = inhibition, usual class: inhibitors. human spleen homogenate, 4MU-alpha-Gal fluorescence, 40 min;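 note: 0% = enzyme with vehicle and -100% = no enzyme basal signal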
# Target sequence (P06280 32-429 limits assumed): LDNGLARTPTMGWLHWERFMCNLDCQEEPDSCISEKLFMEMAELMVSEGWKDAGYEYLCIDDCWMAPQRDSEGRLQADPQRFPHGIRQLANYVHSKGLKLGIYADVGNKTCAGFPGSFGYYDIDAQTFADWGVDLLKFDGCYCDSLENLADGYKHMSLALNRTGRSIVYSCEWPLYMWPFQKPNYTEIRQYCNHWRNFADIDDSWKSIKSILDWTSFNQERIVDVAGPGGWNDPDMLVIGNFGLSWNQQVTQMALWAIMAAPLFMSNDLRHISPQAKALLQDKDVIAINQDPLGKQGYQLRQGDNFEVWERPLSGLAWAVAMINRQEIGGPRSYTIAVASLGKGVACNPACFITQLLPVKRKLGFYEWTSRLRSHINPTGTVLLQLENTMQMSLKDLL
#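 Inhibition or activation of alpha-galactosidase in human spleen homogenate is scored by 4-MU fluorescence after 40 min at 37C, pH 5.0, with 1 mM substrate. AC50s come from concentration-response fitted to the Hill equation.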
# ALDH1A1 inh: qHTS Assay for Inhibitors of Aldehyde Dehydrogenase 1 (ALDH1A1). Aldehyde dehydrogenase 1A1 (Homo sapiens), P00352. Purified ALDH1A1, NADH fluorescence, propionaldehyde substrate. 7.3% of 220,000 active. Potency, µM (top dose mostly 75.3 µM), inactives show at the top dose activity, negative = inhibition, actives largely listed as inhibitors; active = well fitted inhibition curve with a large enough effect, not every such curve was filed as active; inconclusive = small, poorly fitted or top-dose-only effect, or another doubt; inactive = no such curve, though single readings can be large or run the other way;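 note: plate controls were no enzyme wells and a reference inhibitor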
# Target sequence (P00352 whole entry, looked up): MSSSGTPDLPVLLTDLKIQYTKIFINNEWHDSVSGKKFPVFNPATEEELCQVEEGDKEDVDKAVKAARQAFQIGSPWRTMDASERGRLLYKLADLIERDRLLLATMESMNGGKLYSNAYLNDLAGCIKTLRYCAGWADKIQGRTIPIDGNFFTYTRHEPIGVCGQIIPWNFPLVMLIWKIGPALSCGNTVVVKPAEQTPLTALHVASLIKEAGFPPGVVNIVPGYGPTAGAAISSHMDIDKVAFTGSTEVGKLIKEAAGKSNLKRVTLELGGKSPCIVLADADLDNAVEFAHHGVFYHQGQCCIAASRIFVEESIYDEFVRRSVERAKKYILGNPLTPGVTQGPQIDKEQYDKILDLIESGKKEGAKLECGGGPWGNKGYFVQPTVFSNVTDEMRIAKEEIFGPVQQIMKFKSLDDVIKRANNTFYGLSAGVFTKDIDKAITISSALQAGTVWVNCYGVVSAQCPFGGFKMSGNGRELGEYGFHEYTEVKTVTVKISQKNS
# Starred values were filed as active, the others as inactive; ? = inconclusive; / = no result given; & = joins results of further samples; [ ] = another dose, or the depositor's remark. Unless noted, calls come from the whole dose curve; as a rule, active = well fitted curve in the direction sought with a large enough effect; inconclusive = small, poorly fitted or top-dose-only effect, or another doubt; inactive = no such curve, though single readings can be large; an effect the other way counts as inactive or inconclusive. Potency is the fitted concentration of half-maximal effect.
entry	smiles	Tau fluor counter	Epigenetic reg	GAA glycogen mod	aGlu spleen mod
1	Cc1ccc(S(=O)(=O)N(C)CCCC(=O)Nc2ccc(F)cc2)cc1	-10%	-1.1%	1%	3%
2	O=C1C2CC=CCC2C(=O)N1CC1CCCO1 (stereo unspecified)	4%	0.0%	-1%	-2%
3	CCn1c(=O)c([N+](=O)[O-])c(NCC(O)c2ccccc2)c2ccccc21 (stereo unspecified)	-14%	-1.9%	10%	-8%
4	O=C(c1ccc(NC2=NC3CS(=O)(=O)CC3S2)cc1)N1CCN(Cc2ccccc2)CC1 (stereo unspecified)	-6%	2.7%	-1%	2%
5	OCc1c[nH]c2ccccc12	-15%	0.0%	/	3%&6%
6	Cc1sc(/C=C2\C(=O)ON=C2c2ccccc2)cc1Br	-4%	0.0%	6%	1%
7	COCCNC(=O)C1CC(c2cccc([N+](=O)[O-])c2)=NO1 (stereo unspecified)	1%	0.0%	-1%	1%
8	CCCOC(=O)NC(CC)COC(=O)Nc1cc(C)ccc1C (stereo unspecified)	-10%	-1.1%	2%	4%
9	COc1ccc(NC(=O)C2CSC3c4ccccc4C(=O)N23)cc1 (stereo unspecified)	-18%	1.2%	2%	5%
10	COc1ccc(CN2CCN(CCC(C)C)C(CCO)C2)cc1Cn1cccn1 (stereo unspecified)	2%	0.3%	-6%	1%
11	Cn1nccc1C(=O)Nc1ccn(C23CC4CC(CC(C4)C2)C3)n1	-5%	0.0%	-9%	-5%
12	COC(=O)CNc1ccc2c(c1)OCO2	-24%	0.0%	-28%	4%

entry	NPSR antag	GAA inh	GLA spleen mod	ALDH1A1 inh
1	-14%	-5%	9%	-3%
2	-3%[46.1 µM]	-7%	4%	-9%
3	2%	-6%	-5%	?
4	-3%[46.1 µM]	-7%	0%	-14%
5	/	/	4%&7%	-2%&-5%
6	2%	-6%	2%	0%
7	2%[46.1 µM]	1%	-4%	6%
8	-2%[46.1 µM]	-8%	7%	4%
9	-15%[46.1 µM]	-20%[15.4 µM]	-19%	1%
10	-12%	?	3%	-4%
11	-5%	2%	6%	-3%
12	-17%[46.1 µM]	-6%	4%	-7%

# New compounds follow.
entry	smiles	Tau fluor counter	Epigenetic reg	GAA glycogen mod	aGlu spleen mod
13	CC1=CS/C(=C(/C#N)C(=O)N2CCCCC2)N1c1ccccc1	-7%	-1.0%	-3%	-7%
14	O=C(C1CCN(Cc2cc(Cl)ccc2O)CC1)N1CCN(Cc2ccccc2)CC1	-4%	-9.5%	-8%	-3%
15	Cc1cc(C)c2cc(C(O)c3nnnn3Cc3ccccc3)c(=O)[nH]c2c1 (stereo unspecified)	5%	0.3%	1%	-4%
16	Cc1ccc(Cn2ccc(=O)c(Cc3c(Cl)cccc3Cl)c2C)cc1	3%	-2.9%	6%	-11%
17	COc1ccc(/C=C/C(=O)N2CCC(C(N)=O)CC2)cc1S(=O)(=O)N1CCOCC1	5%	-2.6%	9%	-1%
18	O=C(C1CC1)N1CCc2cc(S(=O)(=O)N3CCCc4ccccc43)ccc21	-14%	-2.6%	-6%	-8%
19	COc1ccc2c3c(c(=O)oc2c1OCC(=O)O)CCCC3	9%	0.9%	-2%	-5%
20	CCOC(=O)C1CCCN(CCCc2ccccc2)C1 (stereo unspecified)	-4%&4%	-1.2%&0.1%	-18%&4%	-6%&9%
21	Cc1cc(C)n(-c2nnc(NC(C)(C)C)nn2)n1	-5%	0.2%	3%	0%
22	COc1cc(C2NC(=O)NC(C)=C2C(=O)NCc2ccccc2)c(Cl)cc1O (stereo unspecified)	-8%	0.3%	-1%	-6%
23	CCOC(=O)c1[nH]c(C)c(CCC(=O)O)c1C	-1%&-3%	1.5%&7.8%	8%&10%	-4%&0%
24	CCOC(=O)c1cc2c(C)n(-c3ccc(OCC)cc3)c(C)c2ccc1=O	-5%	-1.1%	-6%	-17%

entry	NPSR antag	GAA inh	GLA spleen mod	ALDH1A1 inh
13	14%[46.1 µM]	?	4%	?
14	-7%[46.1 µM]	-9%	4%	-10%
15	-23%[46.1 µM]	-1%	0%	-11%
16	-18%[46.1 µM]	-2%	2%	-5%
17	-3%	3%	3%	4%
18	-16%[46.1 µM]	-2%	-1%	-5%
19	7%	10%	-3%	?
20	3%&15%[46.1 µM]	-2%&-8%	-3%&1%	11%&0%
21	4%	3%	1%	0%
22	-5%[46.1 µM]	-7%	-4%	?
23	?	-9%&-6%	2%&-9%	4%&6%
24	?	-11%	-2%	?

# Further structures:
entry	smiles	Tau fluor counter	Epigenetic reg	GAA glycogen mod	aGlu spleen mod
25	Cc1ccc(NC(=O)CSc2ccc(C(N)=O)cc2[N+](=O)[O-])cc1	-14%	-1.0%	7%	-7%
26	O=C(O)CCC(=O)CCC(=O)c1ccc(Cl)cc1	-8%	-2.7%	-1%	-5%
27	COc1ccc(CN2C(=O)CS/C2=N/N=C/c2ccccc2)cc1	-14%	1.1%	-21%	-10%
28	CCOc1ccccc1C(=O)Nc1cc(C(=O)NCCc2ccccc2)ccc1Cl	-6%	0.0%	0%	5%
29	CC1(c2ccccc2)O[C@@H]2C[C@H]3[C@@H]4CCC5=CC(=O)C=C[C@]5(C)[C@@]4(F)[C@@H](O)C[C@]3(C)[C@]2(C(=O)CO)O1 (stereo partly specified)	-17%	-1.0%	4%	-2%
30	COCCN=C1Sc2nc3cc4c(cc3cc2CN1CC1CCCO1)OCO4 (stereo unspecified)	2%	0.2%	-2%	-2%
31	C=CCNc1nc2ccccc2nc1NS(=O)(=O)c1cccs1	-13%	2.9%	4%	-5%
32	COc1ccc(C(=O)COc2ccccc2C(N)=O)cc1	10%	-1.2%	-10%	9%
33	O=C(C1CCCCC1)N1CCN(c2ncccn2)CC1	3%	0.9%	5%	-12%
34	O=S(=O)(c1cccc(S(=O)(=O)N2CCC(Cc3ccccc3)CC2)c1)N1CCOCC1	-25%	3.5%	-3%	-2%
35	COn1c(C)c(C)c2c3nonc3ccc21	?	3.7%	5%	8%
36	COc1ccc(N2CCN(C(=O)c3sc4nc(-c5ccc(F)cc5)cn4c3C)CC2)cc1	0%	-1.0%	-2%	8%

entry	NPSR antag	GAA inh	GLA spleen mod	ALDH1A1 inh
25	14%	5%	1%	?
26	-11%[46.1 µM]	0%	-4%	-1%
27	-3%[7.67 µM]	/	9%	/
28	-21%[46.1 µM]	0%	1%	6%
29	?	/	-1%	/
30	30%	2%	3%	?
31	-14%[46.1 µM]	-15%	-1%	?
32	-1%	1%	0%	4%
33	-4%[46.1 µM]	-8%	-8%	-16%
34	?	-7%	0%	-3%
35	-27%	/	-7%	/
36	10%[46.1 µM]	-7%	7%	-6%

# The list continues.
entry	smiles	Tau fluor counter	Epigenetic reg	GAA glycogen mod	aGlu spleen mod
37	COC(=O)CN(Cc1ccccc1)S(=O)(=O)c1ccc(OC)c(OC)c1	-23%	-1.0%	4%	-3%
38	O=C(/C=C/c1ccco1)Nc1ccc(C(=O)N2CCOCC2)cc1	0%	-0.9%	6%	0%
39	Cc1cccc(C(=O)c2ccccc2C(=O)O)c1O	-1%	-2.5%	3%	-2%
40	CC(C)NC(=O)CCn1nc(-c2ccc(Cl)cc2)c2ccccc2c1=O	12%	-1.1%	2%	1%
41	CCCC(=O)C1C(=O)CC(CC(C)SCC)CC1=O (stereo unspecified)	-2%	-3.0%	3%	-2%
42	CCc1ccc(-c2csc3ncn(CC)c(=O)c23)cc1	-1%	-1.1%	8%	1%
43	Cc1ccc(Nc2nc(N)c([N+](=O)[O-])c(N3CCC(C)CC3)n2)cc1C	?	-1.8%	-2%	6%
44	COc1ccc(OC)c(N=C(N)N=C(N)N)c1	7%	1.1%	0%	0%
45	C/C(CC(=O)Nc1cccnc1)=N\NC(=O)C(=O)NC(C)C	-13%	0.7%	0%	-4%
46	O=c1[nH][nH]c(=S)n1C1CCCCC1	-26%	8.2%	7%	-3%
47	Cc1ccccc1OCc1nc(-c2ccc(NC(=O)c3ccc4c(c3)OCO4)cc2)no1	?	4.9%	-7%	-6%
48	O=C(Oc1cc(OC(=O)c2ccccc2)c2c(c1)OC(c1ccc(OC(=O)c3ccccc3)c(OC(=O)c3ccccc3)c1)[C@@H](OC(=O)c1ccccc1)C2)c1ccccc1 (stereo partly specified)	2%	0.1%	/	14%

entry	NPSR antag	GAA inh	GLA spleen mod	ALDH1A1 inh
37	-12%[46.1 µM]	-5%	-6%	13%
38	-7%	-4%	3%	?
39	-6%[46.1 µM]	6%	-11%	11%
40	-18%	14%	5%	-2%
41	-17%[46.1 µM]	1%	0%	1%
42	4%	2%	-3%	-16%
43	-29%	-7%	5%	2%
44	17%	5%	10%	3%
45	45%	/	-5%	/
46	-9%	2%[15.4 µM]	-7%	1.3µM*
47	10µM*	-3%	-7%	?
48	/	/	7%	4%

# Complete entries from above. Values in the order: Tau fluor counter, Epigenetic reg, GAA glycogen mod, aGlu spleen mod, NPSR antag, GAA inh, GLA spleen mod, ALDH1A1 inh
# Results for Cc1cc(C)n(-c2nnc(NC(C)(C)C)nn2)n1 → -5%, 0.2%, 3%, 0%, 4%, 3%, 1%, 0%
# Results for COc1ccc2c3c(c(=O)oc2c1OCC(=O)O)CCCC3 → 9%, 0.9%, -2%, -5%, 7%, 10%, -3%, ?

# An excerpt from above, reduced to Epigenetic reg and Tau fluor counter:
cpd	canonical_smiles	Epigenetic reg	Tau fluor counter
42	CCc1ccc(-c2csc3ncn(CC)c(=O)c23)cc1	-1.1%	-1%
43	Cc1ccc(Nc2nc(N)c([N+](=O)[O-])c(N3CCC(C)CC3)n2)cc1C	-1.8%	?

# These rows are one share of the data (hit frequency here may not be typical).
